# Tat export inh: E. coli Tat transport inhibition; 340,000 tested, 0.036% active; E. coli MC4100 TorA-mCherry Tat export, fluorescence; inhibition, % at 10 µM;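 active = mean replicate inhibition at least 50% and at least half of replicates individually reaching 50%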;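 note: exported cargo escapes ClpAP degradation while cytoplasmic cargo is degraded and loses fluorescence; 0% = median of neutral control wells and 100% = median of NaSCN control wells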
# Wnt bcat act: activates Wnt/beta-catenin signaling in a reporter cell assay. activator, plate reader. activation, % at 9.35 µM. 300,000 tested, 1.2% active. AID 743398; in the data active = activation above about 30%, passing the limit was not always enough;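 note: 0% = neutral control wells and 100% = positive control wells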
# PvdQ inh: blocks Pseudomonas aeruginosa PvdQ acylase activity; inhibition, % at 10 µM; purified PvdQ acylase, fluorescence plate reader; AID 488965; 340,000 tested, 0.063% active; in the data active = inhibition above about 30%, passing the limit was not always enough;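 note: 0% = vehicle neutral wells and 100% = reference inhibitor wells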
# AddAB inh: less growth of phage-infected E. coli with AddAB; E. coli expressing H. pylori AddAB, absorbance growth; inhibition, % at 11.9 µM; 330,000 tested, 0.29% active; AID 435030; in the data active = inhibition above about 12%;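 note: 0% = vehicle wells of infected cells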
# CAL PDZ inh: blocks peptide binding to human CAL PDZ domain. inhibition, % at 20 µM. AID 504414. purified CAL PDZ, TMR-peptide fluorescence polarization, 1 h. Q9HD26. 330,000 tested, 0.02% active;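 active = highest replicate inhibition of at least 40%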;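 note: plate controls were DMSO neutral control wells for no effect and unlabeled competitor peptide control wells for full effect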
#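 material = purified tagged CAL PDZ domain construct (CerCALP) | compound dosing = 20 µM, one dose | times = 1 h at RT | measured by = fluorescence polarization from S- and P-plane intensities, G-factor corrected | read-out = inhibition from polarization loss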
# E coli growth: bacterial growth inhibition, counter-screen for AddAB inhibitors | E. coli V3065 growth, OD600 absorbance, 18 h | inhibition, % at 11.9 µM | 330,000 tested, 0.27% active | AID 449728;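 active = inhibition above the campaign's mean inhibition across all tested compounds plus 3 SD, cut at about 9.9% in these data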;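 note: uninfected addAB+ strain grown without phage in ampicillin broth; 0% = DMSO wells and 100% = ciprofloxacin 0.95 µg/ml wells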
# PfHsp90 set2: growth inhibition of yeast expressing Plasmodium Hsp90; S. cerevisiae expressing PfHsp90, BacTiter-Glo ATP, 48 h; yeast lacking PDR1 and PDR3 efflux regulators; inhibition, % at 9.4 µM; 310,000 tested, 0.32% active;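 active = every replicate shows inhibition above about 80%, whatever the replicate mean, limit read from the data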;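 note: 0% = DMSO neutral controls and 100% = 20 µM radicicol positive controls; yeast relying on Plasmodium falciparum Hsp90 in place of its own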
# phage Ecoli inh: E. coli growth loss with phage present; growth absorbance; inhibition, % at 11.9 µM; 360,000 tested, 0.26% active; in the data active = inhibition above about 11%
# Rtt109 HAT inh: C. albicans Rtt109 histone acetyltransferase inhibition | Q5AAJ8 | purified Rtt109/Vps75, ThioGlo CoA-SH fluorescence, 4 h | inhibition, % at 34.9 µM | 330,000 tested, 0.16% active | AID 540336;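 active = inhibition of at least 50% in every replicate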
# Target sequence (Q5AAJ8 whole entry, looked up): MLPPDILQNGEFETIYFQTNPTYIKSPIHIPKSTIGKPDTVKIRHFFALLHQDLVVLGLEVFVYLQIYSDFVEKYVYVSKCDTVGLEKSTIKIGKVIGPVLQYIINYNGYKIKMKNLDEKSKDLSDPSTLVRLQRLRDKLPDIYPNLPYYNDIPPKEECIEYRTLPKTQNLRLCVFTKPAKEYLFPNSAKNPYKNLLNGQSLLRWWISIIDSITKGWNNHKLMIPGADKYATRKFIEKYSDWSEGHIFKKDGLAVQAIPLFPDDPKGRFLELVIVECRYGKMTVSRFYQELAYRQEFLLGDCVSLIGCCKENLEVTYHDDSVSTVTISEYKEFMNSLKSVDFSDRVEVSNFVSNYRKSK
# DAGLB inhibitor: blocks human DAGLB lipase activity | 340,000 tested, 0.059% active | inhibition, % at 5.17 µM | HEK293T DAGLB membrane lysate, EnzChek fluorogenic substrate | Q8NCG7; in the data active = inhibition above about 34%;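 note: 0% = enzyme with vehicle and 100% = wells lacking enzyme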
# Target sequence (Q8NCG7 whole entry, looked up): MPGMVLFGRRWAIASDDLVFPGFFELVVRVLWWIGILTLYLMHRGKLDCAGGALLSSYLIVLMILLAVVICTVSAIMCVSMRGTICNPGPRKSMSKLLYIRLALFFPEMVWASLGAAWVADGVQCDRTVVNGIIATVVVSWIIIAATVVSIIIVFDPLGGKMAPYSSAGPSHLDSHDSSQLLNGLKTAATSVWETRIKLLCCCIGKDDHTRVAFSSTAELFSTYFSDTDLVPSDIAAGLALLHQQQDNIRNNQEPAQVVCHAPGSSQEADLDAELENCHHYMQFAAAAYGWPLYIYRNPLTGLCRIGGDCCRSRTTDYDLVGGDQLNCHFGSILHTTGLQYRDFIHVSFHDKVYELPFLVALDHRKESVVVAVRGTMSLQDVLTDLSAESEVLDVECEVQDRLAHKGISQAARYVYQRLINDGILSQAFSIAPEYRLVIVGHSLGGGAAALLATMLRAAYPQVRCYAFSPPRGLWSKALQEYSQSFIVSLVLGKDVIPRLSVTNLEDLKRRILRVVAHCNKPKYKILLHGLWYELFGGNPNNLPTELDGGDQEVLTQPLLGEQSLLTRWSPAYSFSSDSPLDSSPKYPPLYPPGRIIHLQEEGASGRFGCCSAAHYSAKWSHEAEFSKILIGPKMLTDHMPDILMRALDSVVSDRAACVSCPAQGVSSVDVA
# * hit, by the source's call; x = not tested or not shown. Random draw from the library; overall some 1.9% were active at least once.
SMILES,Tat export inh,Wnt bcat act,PvdQ inh,AddAB inh,CAL PDZ inh,E coli growth,PfHsp90 set2,phage Ecoli inh,Rtt109 HAT inh,DAGLB inhibitor
COc1ccc(-c2csc3nc(C)nc(N4CCCCC4)c23)cc1OC,3,1,-22,0.9,-0.6,2.4,x,1.7,4,6
CCCC(=O)Nc1c2c(nn1-c1ccc([N+](=O)[O-])cc1)CS(=O)(=O)C2,7,-1,-17,2.2,-0.3,0.3,8,0.2,5,0
Cc1ccccc1N(C(=O)CNC(=O)c1ccco1)C(C(=O)NC1CCCC1)c1ccncc1 (stereo unspecified),-7,0,4,2.2,-0.2,-3.3,0,-0.3,2,-2
C=C1C(=O)C=C2CN(C(=O)c3ccccc3)[C@@](Cc3ccc(F)cc3)(C(=O)OC)[C@@H]12,1,x,3,3.3,0.5,1.9,3,x,12,5
O=C1c2ccccc2S(=O)(=O)N1CCOc1ccc(F)cc1,-13,x,-1,0.7,-0.9,1.4,4,1.9,-5,-4
C#Cc1ccc([C@@H]2C=C(C(=O)NCc3ccccc3)O[C@H](OCC)[C@H]2CCCO)cc1,-1,-2,-5,1.7,-0.6,0.9,8,-0.3,0,-2
CC(=O)Nc1ccc(S(=O)(=O)N2CCN(Cc3ccccc3[N+](=O)[O-])CC2)cc1,-1,4,-1,1.4,-0.3,-0.8,-20,2.0,0,1
COc1ccc(C)cc1NC(=O)c1cccc(-c2ccc(OC(C)=O)cc2)c1,6,-1,-3,2.0,-0.9,-1.1,-63,4.4,3,-8
Cc1nn(C)c(C)c1NC(=O)C12CC3CC(CC(C3)C1)C2,5,-2,-21,1.8,-1.1,0.9,15,2.0,-15,-1
COc1ccc(C(CC(=O)Nc2cc(C)ccn2)N2Cc3ccccc3C2=O)cc1 (stereo unspecified),18,-1,-7,0.2,-0.7,0.2,-10,1.8,14,4
COc1ccc(CNC(=O)c2sccc2C)cc1,-1,-1,-2,3.6,-1.4,-0.3,17,3.1,-19,-1
CCOC(=O)N1CCC(NC(=O)C2CCN(S(=O)(=O)c3c(C)noc3C)CC2)CC1,-2,x,-11,0.4,-0.5,1.9,-2,1.8,-10,-2

# Profiles as entered above. Screens in order: Tat export inh	Wnt bcat act	PvdQ inh	AddAB inh	CAL PDZ inh	E coli growth	PfHsp90 set2	phage Ecoli inh	Rtt109 HAT inh	DAGLB inhibitor
# `CCOC(=O)N1CCC(NC(=O)C2CCN(S(=O)(=O)c3c(C)noc3C)CC2)CC1` across the screens: -2	x	-11	0.4	-0.5	1.9	-2	1.8	-10	-2
# `C=C1C(=O)C=C2CN(C(=O)c3ccccc3)[C@@](Cc3ccc(F)cc3)(C(=O)OC)[C@@H]12` across the screens: 1	x	3	3.3	0.5	1.9	3	x	12	5

# Remaining list, next part.
SMILES,Tat export inh,Wnt bcat act,PvdQ inh,AddAB inh,CAL PDZ inh,E coli growth,PfHsp90 set2,phage Ecoli inh,Rtt109 HAT inh,DAGLB inhibitor
CC(=O)Nc1nonc1NC(C)=O,0,2,-12,0.7,0.6,-1.1,x,3.5,7,-1
O=C(Nc1cccc2ccccc12)C1CCN(C(=O)Cc2ccccc2)CC1,0,-4,-15,0.1,-1.9,-1.1,-6,2.1,-1,2
CCNc1nc(NC(C)(C)C)nc(SCC(N)=O)n1,-4,-2,-1,2.3,-0.6,-0.8,-8,4.7,-13,-1
CCN(C(=O)CSC1=Nc2ccccc2C2CC=NN12)C1CCS(=O)(=O)C1 (stereo unspecified),-15,-1,-8,-1.0,-2.4,0.3,-3,0.9,-20,-2
COc1ccc(CCNC(=O)C/C(C)=N/NC(=O)C2CCCCC2)cc1OC,-3,-6,-1,4.4,-0.9,-0.5,5,0.1,9,1
COc1coc(C(O)C[N+](=O)[O-])cc1=O (stereo unspecified),-3,x,-15,0.4,-0.2,-0.8,-7,4.8,-1,1
CC1CCN(C(=O)c2nc[nH]c2C(=O)N2CCc3ccccc3C2)CC1,-12,-4,-16,2.1,0.1,0.4,x,2.7,2,2
O=C(/C=C/c1ccc(F)cc1)NC(=S)N1CCN(c2ccccn2)CC1,6,23,1,1.8,-0.4,4.8,8,2.6,0,-4
CCNc1cc(N2CCOCC2)nc(SC)n1,-5,-1,-14,-2.1,-0.4,1.4,-8,3.1,-9,0
C=CCOc1cccc(C2C(C(=O)c3ccco3)=C(O)C(=O)N2Cc2ccco2)c1 (stereo unspecified),7,0,-5,2.8,-2.1,-0.3,-5,0.0,-6,2
O=C(CSc1nnnn1-c1cccc(C(=O)O)c1)NC(c1ccccc1)c1ccccc1,13,-1,-17,0.3,-1.9,-0.7,-3,4.5,-6,4
O=S(=O)(c1ccc(F)cc1)c1nc(-c2ccc(F)cc2)oc1NCCN1CCOCC1,-5,x,-12,x,0.4,x,15,-1.0,-14,-1
CCOc1ccc(S(=O)(=O)N2CCCC(C(=O)NCc3ccccn3)C2)cc1Cl (stereo unspecified),5,-4,-3,0.6,-2.3,-0.6,x,3.8,6,-1
Cn1c(N)c(C(=O)CSc2nnc(C3CC3)n2Cc2ccccc2)c(=O)[nH]c1=O,-1,2,-13,2.6,-1.5,-0.6,-26,6.0,6,0
Cc1ccc(OCC(=O)Nc2ccc3c(c2)nc2n3CCOC2)cc1,-2,x,-13,2.1,-0.6,1.8,x,3.3,6,1
Clc1ccc2c(NCc3ccccn3)ccnc2c1,3,-2,6,0.9,-2.0,-0.2,-30,3.4,-2,-4
Cc1nnc(SCC(=O)NNC(=O)c2ccccc2)n1N,-3,0,-15,-2.2,-0.8,-1.2,4,-2.1,0,2
CC(=O)Nc1ccc2c(c1)NC(=O)CC2,8,x,-14,-1.1,-2.7,-2.3,-28,-0.2,x,-1
CC(=O)N1CCN(C(=O)c2ccc(Cl)c(S(=O)(=O)N3CCCCCC3)c2)CC1,5,4,-2,0.1,-0.4,0.7,-9,-1.0,2,0
COCCNC(=O)CSc1nc2nn(-c3ccccc3)c(=O)c-2c2n1CCCCC2,2,-1,-1,3.2,-0.1,1.6,-6,3.1,0,0
Cc1ccc(S(=O)(=O)N2CCN(C(=O)c3ccccc3OCc3c(C)noc3C)CC2)cc1C,10,0,-8,0.3,-1.0,3.2,15,3.3,3,0
COc1ccc(Cn2c(O)c(C=Nc3ccccc3)c3ccccc3c2=O)cc1,1,-1,-12,-0.3,-0.9,-2.2,10,1.8,2,-4
COc1cc2c(cc1OC)-c1nnc(C)n1C1(CCCC1)C2,5,-1,-7,24*,-1.3,11*,-6,3.0,-2,1
COc1ccc(NC(=O)CC2Oc3ccccc3NC2=O)cc1 (stereo unspecified),-3,-3,-10,3.0,-0.4,-0.4,28,3.3,-1,1
CC(=O)c1ccccc1OC(=O)c1ccco1,-6,x,4,3.0,-1.4,-1.4,-5,0.9,x,-4
Cc1ccc(C(C)(C)C)cc1S(=O)(=O)Nc1ncnc2sccc12,3,0,-11,0.6,-1.0,2.2,-5,1.1,3,3
COc1ccc(OC)c(Nc2nc(NCCO)c3ccccc3n2)c1,-6,-2,-13,2.1,1.3,-0.2,-12,0.4,-3,3
O=C(NCc1ccco1)C1CC(c2ccccc2C(F)(F)F)=NO1 (stereo unspecified),2,-1,-7,1.8,-0.5,-3.3,-6,3.6,-32,1
CC(Oc1ccc(F)cc1)C(=O)Nc1cc(S(=O)(=O)N2CCOCC2)ccc1N1CCCC1 (stereo unspecified),-1,-3,3,-2.1,-1.0,-0.7,-2,2.2,9,1
O=C(Cc1cccc2ccccc12)NNC(=O)c1ccc(Br)o1,3,-2,-3,3.9,-2.2,-0.5,9,4.1,-7,-1
Cc1ccc(NC(=O)NCC2CCN(Cc3cccc(Cl)c3)CC2)cc1Cl,-2,0,-5,1.6,-4.7,1.8,11,0.0,13,-2
COc1ccc(N2C(=O)CC(N3CCN(C(=O)c4ccco4)CC3)C2=O)cc1 (stereo unspecified),-2,3,-4,1.4,-2.3,-1.5,x,1.8,-5,-1
COC(=O)C[C@H]1c2cc(C(F)(F)F)ccc2S(=O)(=O)N1C1CCCCC1,-5,-1,2,-1.3,-0.8,0.2,x,3.5,1,-6
O=C(NCCc1cccs1)c1ccc(CS(=O)Cc2ccc(Cl)cc2)o1 (stereo unspecified),-3,-3,-6,0.2,0.2,-0.8,17,1.3,1,-1
O=C(CSc1cccc[n+]1[O-])Nc1cc([N+](=O)[O-])ccc1Cl,-6,-1,-6,-0.5,-1.4,0.6,x,1.7,5,1
CCN(CCO)C(=O)c1ccc2oc(Cc3ccc(Cl)cc3)nc2c1,0,-3,5,3.8,0.8,1.2,-5,3.6,11,-2
O=[N+]([O-])c1cc([N+](=O)[O-])c2n[nH]c(-c3ccccc3)c2c1,-1,-1,-12,2.8,-1.0,-2.0,6,5.7,-6,x
CCCCN(C(=O)C1CC(=O)N(Cc2ccc(C)cc2)C1)c1c(N)n(CCCC)c(=O)[nH]c1=O (stereo unspecified),5,-3,-6,-0.7,0.0,0.3,17,3.3,5,0
COc1cc(/C=C2\CCCc3c2nc2ccccc2c3C(=O)O)cc([N+](=O)[O-])c1O,2,-1,5,1.5,-2.9,-0.6,-28,-1.6,20,1
Cn1c(SCC(=O)Nc2cc(C(C)(C)C)nn2-c2ccccc2)nc2ccccc21,3,-6,-9,2.3,-0.5,-1.9,-16,0.9,9,-7
CCSc1ncccc1C(=O)N[C@@H](CCSC)C(=O)OC,x,45*,x,-0.7,x,2.8,x,2.4,x,x
CCN1/C(=C2\C(=O)N(C)C(=S)N2C)C=Cc2cc(C)ccc21,4,x,4,0.9,0.0,-0.9,17,0.6,2,4
Cc1nn(C)c(C)c1S(=O)(=O)NC1CCCc2ccccc21 (stereo unspecified),4,2,-16,1.6,-2.5,0.1,-6,-0.2,6,0
COc1ccc(-c2nc3ccc(C)cn3c2NCc2ccccc2)cc1SC1CCCCC1,5,x,-16,2.5,0.7,-1.0,-17,x,5,-5
O=C(OCC#CCSc1nnc(-c2ccccc2)o1)c1cccs1,10,1,-3,3.2,-1.0,-0.1,13,1.8,-3,-6
CS(=O)(=O)Nc1ccccc1C(=O)Nc1ccccc1C(=O)N1CCCC1,-11,0,-5,4.0,-0.4,0.8,-4,1.7,-9,2
CC1(C)Cc2ccccc2C(NNC(=O)c2ccncc2)=N1,3,x,-9,3.2,0.0,-2.2,-10,2.5,3,1
Cc1ccc(C(=O)Nc2ccccc2N2CCN(C(=O)C(C)C)CC2)cc1,-5,x,-10,-2.9,-1.1,-2.5,x,2.8,3,-3
COc1c2occc2c(OC)c2c(=O)cc(C(F)(F)C(F)(F)F)oc12,-3,-3,-10,-0.5,-1.8,-0.4,x,2.0,4,-6
CC(=O)N1CCc2cc(S(=O)(=O)CCC(=O)NCCc3ccccc3)ccc21,-6,4,-12,0.1,0.4,0.1,-16,-0.3,-22,2
CCOc1ccc(NC(=O)CSc2nnc(NC(=O)C3CC3)s2)cc1,-6,-1,-18,2.4,-2.5,3.8,-2,-0.5,0,2
COc1ccc(-c2cc(C(F)(F)F)n3nc(C(=O)N(C)Cc4ccccc4)cc3n2)cc1OC,-9,-2,-4,-0.8,0.1,1.3,-26,1.5,-13,-4
O=C(CN1C(=O)NC2(CCCC2)C1=O)Nc1nc2ccccc2[nH]1,2,-2,-7,1.5,-0.8,0.4,24,6.3,-1,-2
O=C(Nc1cccnc1Cl)c1cc(-c2ccco2)on1,1,59*,-5,2.0,-1.1,-0.5,x,4.2,-2,-4
CCc1ccc(NC(=O)C2CCCN(S(=O)(=O)c3cccnc3)C2)cc1 (stereo unspecified),-3,-3,-5,5.7,-1.7,1.5,48,-1.1,-8,-1

# Screening data deposited in PubChem BioAssay by several laboratories.
